Source: PubChem BioAssay (National Center for Advancing Translational Sciences (NCATS))
TDP1 block: TDP1 (human) enzyme inhibition; AID 485290; recombinant TDP1, AlphaScreen DNA substrate cleavage; Potency, µM (top dose mostly 130 µM), inactives show at the top dose activity change, negative = inhibition, hits mostly inhibitors; 350,000 tested, 0.28% active; Q9NUW8; further: nearly all actives have a fitted effect of over 40% in size
Target sequence (Q9NUW8 whole entry, looked up): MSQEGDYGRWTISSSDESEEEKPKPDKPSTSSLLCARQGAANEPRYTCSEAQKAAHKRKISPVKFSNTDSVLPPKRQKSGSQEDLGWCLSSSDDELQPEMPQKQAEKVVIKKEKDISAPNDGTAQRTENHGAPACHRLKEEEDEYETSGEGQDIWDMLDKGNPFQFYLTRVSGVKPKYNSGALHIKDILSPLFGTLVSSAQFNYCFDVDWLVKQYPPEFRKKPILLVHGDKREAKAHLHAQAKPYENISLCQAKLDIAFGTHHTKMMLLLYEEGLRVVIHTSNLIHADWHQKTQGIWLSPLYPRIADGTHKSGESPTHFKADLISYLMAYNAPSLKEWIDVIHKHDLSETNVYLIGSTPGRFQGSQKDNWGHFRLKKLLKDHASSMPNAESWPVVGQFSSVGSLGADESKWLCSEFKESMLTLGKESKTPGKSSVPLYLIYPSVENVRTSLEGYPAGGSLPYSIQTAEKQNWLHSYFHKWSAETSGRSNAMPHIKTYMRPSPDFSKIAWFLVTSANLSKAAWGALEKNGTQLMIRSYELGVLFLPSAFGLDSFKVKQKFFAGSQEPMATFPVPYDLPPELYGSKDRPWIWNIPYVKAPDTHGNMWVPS
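Steps: enzyme plus compound, 15 min RT; add biotin/phosphotyrosine-FITC oligonucleotide (15 nM final), react 5 min; add donor/acceptor beads (10 ug/ml final), 10 min; read AlphaScreen. Tdp1 at 1 nM final.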
DT40 TDP1 no CPT: qHTS for Inhibitors of human tyrosyl-DNA phosphodiesterase 1 (TDP1): qHTS in cells in absence of CPT; DT40 Tdp1-/- hTDP1 cells, no CPT, ATP luminescence, 48 h; Potency, µM (series often up to 46.2 µM), without a hit: at the top dose activity change, negative = growth inhibition, most hits filed as inhibitors; 420,000 tested, 15% active; further: nearly all actives have a fitted effect of over 55% in size
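Readout: luminescence from CellTiter-Glo after 30 min in the dark at RT. Cells: DT40 Tdp1-/- with stable hTDP1, 400/well. Exposure: compounds alone, ≥48 hr, 37 °C.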
TDP1 cell CPT: DT40-hTDP1 cell growth loss with CPT; chicken DT40 Tdp1-/-;hTDP1 cells + 20 nM CPT, ATP luminescence, 48 h; Potency, µM (top dose mostly 46.2 µM), without a hit: at the highest dose activity change, negative = growth inhibition, usual class: inhibitors; 420,000 tested, 12% active; AID 686979; further: nearly all actives have a fitted effect of over 55% in size
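Chicken DT40 Tdp1-/- cells complemented with human TDP1, 400 cells/well, exposed to compounds plus 20 nM camptothecin for at least 48 h at 37 C; viability read as ATP content by CellTiter-Glo luminescence.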
Active calls of the source: *; ? = inconclusive; nt = no result given; [ ] = dose if it differs, or a comment. The call rests on the fitted dose curve; in most records, active means well fitted curve in the direction sought with a large enough effect; inconclusive means small, poorly fitted or top-dose-only effect, or another doubt; inactive means no such curve, though single readings can be large; an effect the other way counts as inactive or inconclusive. On the % scale 0 is the no-effect control and ±100 the full control effect; potency means the concentration at half of the fitted maximal effect.

item | smiles | TDP1 block | DT40 TDP1 no CPT | TDP1 cell CPT
1 | CC(c1ccccc1)n1c(-c2ccc(C(C)(C)C)cc2)n[nH]c1=S (configuration not stated) | 6% | ? | 0%
2 | COc1ccc(-c2cc(C(=O)NCCCn3ccnc3)c3ccccc3n2)c(OC)c1 | 5% | -24% | 2%
3 | CN1C(=O)S/C(=C\c2ccc(-n3cncn3)cc2)C1=O | nt | ? | 2%
4 | CC(C)C(=O)NC(CC(=O)O)c1ccccc1 (configuration not stated) | 1% | 5% | -1%
5 | CC(C)CN1C(=O)c2ccc(C(=O)NCc3ccccn3)cc2C1=O | 3% | 0% | -3%
6 | COc1cccc(-c2nc(-c3ccccn3)no2)c1 | 0% | ? | ?
7 | Cc1nn(CCC#N)c(C)c1Oc1ccccc1O | 2% | 3% | 11%
8 | N#Cc1c(SCC(=O)OCc2ccccc2)nsc1SCC(=O)OCc1ccccc1 | -11% | -16% | -18%
9 | COc1ccc(N(C)S(=O)(=O)c2cccc(C(=O)Nc3ccc(N4CCOCC4)cc3)c2)cc1 | 6% | 23µM* | 18µM*
10 | Cc1ccc(CN(C(=O)Cc2cccs2)C(C(=O)NC2CCCC2)c2ccncc2)cc1 (configuration not stated) | 0% | -23% | ?
11 | O=C(O)c1cc([N+](=O)[O-])ccc1NCCc1ccccc1 | 0% | -2% | 2%
12 | O=C(NC1(C(F)(F)F)OCCO1)c1ccc(F)cc1 | 5% | -7% | -1%
13 | COc1ccc(N2CCN(CCNC(=O)Nc3ccc(Cl)cc3)CC2)cc1 | 7% | ? | ?
14 | CN(C)CCSc1nnc2sc3ccccc3n12 | 2% | -23% | -8%
15 | CNc1ncnc2c1ncn2[C@H]1CN(CCOC)C[C@@H](CO)O1 | nt | ? | -16%
16 | Cn1c(CN2CCN(C(=O)c3ccco3)CC2)nc2cc([N+](=O)[O-])ccc21 | 2% | -27% | -15%
17 | O=C(CN(C(=O)CNC(=O)c1ccco1)c1ccc(Cl)c(Cl)c1)NC1CCCCC1 | 2% | -20% | -18%
18 | C=CCNC(=O)C1CC=CCC1C(=O)O (configuration not stated) | 0% | -2% | 5%
19 | COc1cccc(NC(=O)Cn2nc(Cc3cccnc3)c3ccccc3c2=O)c1 | 4% | ? | -7%
20 | O=C(c1cnn2c(C(F)F)cc(-c3ccccc3)nc12)N1CCN2CCCC2C1 (configuration not stated) | 9% | 4% | -3%
21 | CCCCCN(C(=O)CCC(=O)OC(C)C(=O)c1ccccc1)c1c(N)n(CCCC)c(=O)[nH]c1=O (configuration not stated) | -7% | -3% | -16%
22 | CCN(C(=O)CSc1nnc(-c2ccncc2)n1C)C1CCS(=O)(=O)C1 (configuration not stated) | 2% | 0% | -4%
23 | CC(=O)Nc1sc(C)c(C)c1C(=O)OCC(=O)NCc1ccc(F)cc1 | 1% | 12% | -13%
24 | COc1ccc(-c2c(C)nc3c(-c4ccsc4)cnn3c2N)cc1 | nt | ? | ?
25 | Cn1nc(NC(=O)CC23CC4CC(CC(C4)C2)C3)c2c(F)cccc21 | -2% | -21% | -28%
26 | CCn1cc(CN2CCCC(C(=O)Nc3cccc(-n4cccn4)c3)C2)cn1 (configuration not stated) | nt | -25% | -25%
27 | Cc1ccc2nc(C(C)O)[nH]c2c1 (configuration not stated) | -2% | -12% | -13%
28 | COc1cc(NC(=O)c2cc3ccccn3n2)cc(OC)c1OC | 5% | -12% | -14%
29 | CCC1NC(C(=O)O)Cc2c1[nH]c1ccccc21 (configuration not stated) | nt | 9.2µM* | 7.3µM*
30 | COc1ccccc1NC(=O)C(C)OC(=O)CCC1CCCCC1 (configuration not stated) | nt | ? | 0%

Profiles, looked up by structure.
`O=C(c1cnn2c(C(F)F)cc(-c3ccccc3)nc12)N1CCN2CCCC2C1` (configuration not stated) in the list: TDP1 block: 9%; DT40 TDP1 no CPT: 4%; TDP1 cell CPT: -3%
`CCn1cc(CN2CCCC(C(=O)Nc3cccc(-n4cccn4)c3)C2)cn1` (configuration not stated) in the list: TDP1 block: nt; DT40 TDP1 no CPT: -25%; TDP1 cell CPT: -25%

The list goes on:
item | smiles | TDP1 block | DT40 TDP1 no CPT | TDP1 cell CPT
31 | COc1ccc(C2C(C(=O)OCC(=O)NC(C)(C)C)CCC(=O)N2c2ccc(C)cc2)cc1OC (configuration not stated) | -2% | -19% | -5%
32 | O=C1/C(=C/c2ccc(F)c(F)c2)CSc2sccc21 | 3% | ? | ?
33 | CC(C)NC(=O)CCn1ccc2cc(S(=O)(=O)N3CCCC3)ccc21 | 1% | 1% | 5%
34 | COc1ccc(/C=N/n2c(-c3ccccc3)n[nH]c2=S)cc1 | 6% | ? | ?
35 | CCOc1ccc(N=Cc2ccc(N(C)C)cc2)c(O)c1 | nt | 7.3µM* | 15µM*
36 | COc1ccc(Sc2ccc(-c3nc4cnccn4c3NC3CCCCC3)cc2OC)cc1 | 2% | 13µM* | 15µM*
37 | COc1ccc(N(C(=O)CNC(=O)c2ccco2)C(C(=O)NC2CCCCC2)c2ccncc2)cc1 (configuration not stated) | 17% | -10% | 0%
38 | CN(C)CCCNC(=S)Nc1ccc(Oc2ccccc2)cc1 | 5% | ? | 4%
39 | CCN(CC(=O)Nc1cc(Cl)ccc1C)C(=O)c1ccc2c(=O)n3c(nc2c1)CCC3 | nt | -3% | 34%[activator]
40 | CC(C)Oc1ccc(F)cc1-c1cc(C(=O)Nc2ccc(C(C)(C)C)cc2)[nH]n1 | nt | 3.3µM* | 6.5µM*
41 | CC(NC(=O)CCNC(=O)c1ccccc1Cl)c1ccc(-n2ccnc2)cc1 (configuration not stated) | 5% | 10% | -10%
42 | CC(C)c1ccc(N)c(S(=O)(=O)O)c1 | 3% | 0% | -4%
43 | CCC(C)NC(=O)CS(=O)Cc1nc(-c2cccc(OC)c2)oc1C (configuration not stated) | 0% | -4% | -10%
44 | COc1cccc(-c2noc(Cn3nc(C)c([N+](=O)[O-])c3C)n2)c1 | 4% | -1% | -6%
45 | O=C(O)CSc1ncnc2nc[nH]c12 | -1% | -10% | -7%
46 | O=C(c1ccc(Br)cc1)N1CCCC1 | 3% | 2% | -12%
47 | COc1ccc(CNC(=O)C(=O)c2cn(CC(=O)N3CCOCC3)c3ccccc23)cc1 | 3% | -9% | -8%
48 | COc1ccccc1N1C(=O)CC1(C#N)c1ccc(OCc2ccccc2)cc1 (configuration not stated) | 5% | ? | ?
49 | O=C(CCN1C(=O)c2ccccc2C1=O)NCc1ccncc1 | 9% | -7% | -20%
50 | O=C(NCCCc1ccc(F)cc1)C1CCC(=O)N(CCCN2CCCC2=O)C1 (configuration not stated) | -2% | -16% | 6%
51 | COc1ccc(S(=O)(=O)Nc2ccccc2C(=O)N2CCOCC2)cc1Br | 3% | -4% | 14%
52 | Fc1cc(F)cc(NC(=S)N2CCN(c3ncccn3)CC2)c1 | 3% | -32% | -3%
53 | CCc1cc(C(=O)OC)c(NC(=O)CC2Sc3ccc(C(F)(F)F)cc3NC2=O)s1 (configuration not stated) | -3% | ? | ?
54 | CSc1nc(=O)[nH]nc1Sc1ccccc1 | nt | ? | ?
55 | Brc1ccc(-c2nc(N/N=C/c3cccnc3)c3ccccc3n2)cc1 | 6% | 13µM* | 12µM*
56 | COc1ccc(N2CC(c3nc(-c4cc(OC)c(OC)c(OC)c4)no3)CC2=O)cc1Cl (configuration not stated) | 8% | 16µM* | ?
57 | Clc1cccc(Nc2ncnc3c2nc2n3CCCCC2)c1 | 5% | 9.2µM* | 8.2µM*
58 | CC(=O)Nc1ccc(NC(=O)C2CC(=O)N(c3ccc(Cl)cc3)C2)cc1 (configuration not stated) | -12% | 2% | 6%
59 | Cn1cnc(Sc2ncnc3nc[nH]c23)c1[N+](=O)[O-] | nt | 2% | -3%
60 | COc1ccccc1/C=C/C(=O)OCC(=O)NC1CCCCCCC1 | -5% | -25% | -24%

Gathered by group, the compounds so far with a CF3 group (two)
item | smiles | TDP1 block | DT40 TDP1 no CPT | TDP1 cell CPT
12 | O=C(NC1(C(F)(F)F)OCCO1)c1ccc(F)cc1 | 5% | -7% | -1%
53 | CCc1cc(C(=O)OC)c(NC(=O)CC2Sc3ccc(C(F)(F)F)cc3NC2=O)s1 (configuration not stated) | -3% | ? | ?

(cont.)
item | smiles | TDP1 block | DT40 TDP1 no CPT | TDP1 cell CPT
61 | CC(=O)c1cccc(NC(=O)C2CCCN(C(=O)c3cnn(-c4ccccc4)c3-n3cccc3)C2)c1 (configuration not stated) | 8% | ? | ?
62 | Nc1cc(N)nc(SCC(=O)Nc2ccc3c(c2)OCO3)n1 | nt | -2% | 2%
63 | CCCCN(C(=O)c1ccc(-c2ccc(Cl)cc2)o1)c1c(N)n(CC(C)C)c(=O)[nH]c1=O | 0% | ? | ?
64 | CC1Oc2ccccc2C=C1/C=N/NC(=O)[C@@H](C)NC(=O)OC(C)(C)C (some centres not stated) | 3% | ? | ?
65 | CCC(=O)NC(Nc1sc2c(c1C(=O)OC)CCCC2)(C(F)(F)F)C(F)(F)F | 0% | -20% | -9%
66 | CC(C)C(NC(=O)CNC(=O)OC(C)(C)C)C(=O)NCc1ccccc1 (configuration not stated) | 0% | -3% | -10%
67 | CC(=O)c1ccc(NC(=S)N2CCCC(C(F)(F)F)C2)cc1 (configuration not stated) | 0% | -5% | 7%
68 | O=c1cc(CSc2ccc(Cl)cc2)nc(-c2ccncc2)[nH]1 | 5% | -4% | -5%
69 | O=C(Nc1c(-c2ccccc2)[nH][nH]c1=O)c1cnccn1 | nt | -1% | -3%
70 | C=CCNC(=O)CN1N=C(c2ccc(C)cc2)CCC1=O | nt | -6% | -5%
71 | O=C(/C=C/c1ccco1)Nc1sc2c(c1C(=O)O)CCC2 | nt | -23% | -7%
72 | Cc1[nH]n(-c2ccc([N+](=O)[O-])cc2)c(=O)c1/C=N/N1CCOCC1 | 5% | ? | 12µM*
73 | Cc1onc(-c2ccccc2Cl)c1C(=O)Nc1nnc(-c2ccc(Cl)cc2Cl)s1 | 4% | ? | ?
74 | Cc1cc(C)c(C(=O)Nc2ccccc2)c(SCC(=O)Nc2ccc(Br)cc2C)n1 | -4% | 23µM* | 16µM*
75 | Cc1ccc(NC(=O)CN2C(=O)N/C(=C/c3cc(C)n(-c4ccc(C(=O)O)cc4)c3C)C2=O)cc1 | nt | 18% | 19%
76 | CCCCN(C(=O)C1CCCC1)C1CCS(=O)(=O)C1 (configuration not stated) | nt | -2% | -7%
77 | COCCCNC(=S)N(Cc1cccnc1)Cc1ccc(OC)c(OC)c1 | -8% | -11% | -8%
78 | CSc1nsc(SCC(=O)Nc2c(C)n(C)n(-c3ccccc3)c2=O)n1 | 2% | -11% | -5%
79 | O=C(NC1(Cc2ccc(O)cc2)CCCCC1)c1ccccc1 | nt | -15% | 15%
80 | Cc1cc(/C=C2\SC(=O)N(C)C2=O)c(C)n1-c1ccc(O)cc1 | nt | 21µM* | ?
81 | Cc1cc(C)c(S(=O)(=O)Nc2ccc(O)cc2)cc1C | 0% | 21µM* | ?
82 | COc1ccc(-c2cc(C)no2)cc1S(=O)(=O)NCc1cccc(C)c1 | 0% | ? | 8%
83 | O=C1OC2(CCCCC2)OC(=O)C1=CNc1nccs1 | -7% | -14% | -10%
84 | COc1ccc(CC(=O)N2CCN(C(=O)Cc3ccc(OC)cc3)CC2)cc1 | 0% | -30% | -27%
85 | CCN(C(=O)COC(=O)c1cc(S(=O)(=O)N(C)C)ccc1Cl)C1CCS(=O)(=O)C1 (configuration not stated) | -2% | 1% | 0%
86 | CCOC(=O)c1ccc[n+](CC(=O)c2ccc(NC(=O)c3ccccc3)cc2)c1 | nt | 18% | -13%
87 | COc1ccc(CCNC(=O)COC(=O)c2cc3ccccc3oc2=O)cc1OC | -2% | -18% | -6%
88 | CC1CCN(CC(=O)N2c3ccccc3CCc3ccccc32)CC1 | 1%[56.1 µM] | ? | ?
89 | Cc1ccc(N=C(NOCc2ccc(Cl)cc2Cl)c2nonc2N)c(C)c1 | 1% | ? | -29%
90 | Cc1ccc2c(c1)N(CC(=O)NC1CCCC1)C(=O)CO2 | nt | -6% | -6%
91 | CC(C)C(OC(=O)c1cccc(S(=O)(=O)NCC(F)(F)F)c1)C(=O)NC(N)=O (configuration not stated) | 0% | ? | 4%
92 | Cn1c2ccccc2c2cnn(CC(=O)Nc3ccccc3Br)c(=O)c21 | 2% | 1% | -5%
93 | CSc1cccc(NC(=O)CSc2ccccc2)c1 | 2% | -17% | 0%

Gathered by group, those above containing a cyano group
item | smiles | TDP1 block | DT40 TDP1 no CPT | TDP1 cell CPT
7 | Cc1nn(CCC#N)c(C)c1Oc1ccccc1O | 2% | 3% | 11%
8 | N#Cc1c(SCC(=O)OCc2ccccc2)nsc1SCC(=O)OCc1ccccc1 | -11% | -16% | -18%
48 | COc1ccccc1N1C(=O)CC1(C#N)c1ccc(OCc2ccccc2)cc1 (configuration not stated) | 5% | ? | ?

Compounds were not picked by outcome; overall some 18% were active at least once.
